# B2AR arrestin: agonists driving beta-arrestin recruitment to human beta2-adrenergic receptor; P07550; beta-arrestin recruitment to beta2AR, cell-based reporter; Potency, µM (top dose mostly 46.1 µM), for the others: at the highest dose activation, usual class: activators; actives 0.02% (n = 330,000); AID 492947;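 note: potency is the fitted concentration of half-maximal effect; 0% = DMSO controls and full agonism = EC100 isoproterenol or metaproterenol; nearly all actives have a fitted effect of over 65% in size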
# USP2a inh: blocks human ubiquitin-specific protease USP2a | O75604 | USP2 core, Ub-CHOP2 coupled fluorogenic reporter, 485/531 | Potency, µM (doses to about 38.3 µM), without a hit: at the top dose activity change, negative = inhibition, most hits filed as inhibitors | actives 0.01% (n = 330,000);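 note: potency is the fitted concentration of half-maximal effect; plate controls were DMSO wells for no effect and full inhibition by NEM control for full effect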
#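 Deubiquitinase activity read as fluorescence (485/531 nm) after Ub-CHOP2 cleavage activates the enterokinase reporter on its substrate; USP2 core 10nM, Ub-CHOP2 and substrate 25nM each, 30min compound preincubation then 60min RT; data normalized to NEM, curves fitted.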
# Coupling enz: inhibits coupling enzyme system, counter-screen for aldolase hits | activity change, negative = inhibition, % at 58.2 µM, hits read low | actives 0.67% (n = 290,000) | AID 2472 | coupling enzyme system counterscreen, AmpLite Red fluorescence; in the data active = activity change below about -30%
#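 First, compound is pin-transferred into glyceraldehyde-3-phosphate coupling-enzyme reagent at 57.5 uM final and held 10 min at RT. Next, substrate, coupling system and AmpLite Red are added. After 20 min RT, fluorescence (525/598 nm) is read.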
# uPA surface inh: inhibitors of cell surface uPA generation; cell surface uPA generation assay, qHTS; Potency, µM (highest dose often 38.3 µM), without a hit: at the highest dose activity change, negative = inhibition, usual class: inhibitors; actives 0.31% (n = 330,000); active = well fitted inhibition curve with a large enough effect; inconclusive = small, poorly fitted or top-dose-only effect; inactive = no such curve, though single readings can be large or run the other way; tested in mouse RAW 264.7 cells; note: potency is the fitted concentration of half-maximal effect; nearly all actives have a fitted effect of over 55% in size
# GALK inhibitor: inhibitors of human galactokinase. Purified GALK, Kinase-Glo residual ATP luminescence. Potency, µM (titrated, usually from 57.5 µM), for inactives: top-dose activity change, negative = inhibition, actives largely listed as inhibitors. actives 0.007% (n = 270,000). AID 1868; note: potency is the fitted concentration of half-maximal effect
#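 The enzyme phosphorylates galactose (100 uM) using ATP (35 uM); inhibition is detected as higher residual ATP, quantified by bioluminescence after 1 h reaction at room temperature, pH 8.0.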
# Eya2 phos inh: blocks the phosphatase activity of human Eya2. O00167. recombinant Eya2, OMFP fluorescence dephosphorylation (OMFP is methylfluorescein phosphate). Potency, µM (highest dose often 76.9 µM), for the others: top-dose activity, negative = inhibition, actives largely listed as inhibitors. actives 0.006% (n = 330,000); note: potency is the fitted concentration of half-maximal effect
# Target sequence (O00167 whole entry, looked up): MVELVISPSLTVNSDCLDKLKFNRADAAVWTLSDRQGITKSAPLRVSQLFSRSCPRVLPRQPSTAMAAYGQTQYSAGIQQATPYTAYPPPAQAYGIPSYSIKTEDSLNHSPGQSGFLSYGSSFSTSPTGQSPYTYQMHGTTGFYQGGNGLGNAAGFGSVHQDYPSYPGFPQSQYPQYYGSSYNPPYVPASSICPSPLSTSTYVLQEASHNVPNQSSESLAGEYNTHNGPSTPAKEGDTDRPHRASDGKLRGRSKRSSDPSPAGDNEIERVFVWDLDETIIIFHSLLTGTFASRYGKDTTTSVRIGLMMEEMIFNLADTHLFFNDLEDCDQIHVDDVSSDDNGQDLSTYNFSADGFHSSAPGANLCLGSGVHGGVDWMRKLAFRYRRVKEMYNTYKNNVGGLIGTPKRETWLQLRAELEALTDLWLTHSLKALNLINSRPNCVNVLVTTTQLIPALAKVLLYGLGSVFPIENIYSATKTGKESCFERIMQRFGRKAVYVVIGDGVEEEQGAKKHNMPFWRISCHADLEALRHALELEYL
#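 Eya2 protein (added as 0.2 uM solution) was preincubated with compound for 10 min at ambient temperature in 50 mM HEPES pH 7.5, 50 mM NaCl, 5 uM MgCl2, 0.05% BSA, 1 mM DTT. OMFP (added at 50 uM) then reacted 10 min; fluorescence read at 485/525 nm.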
# KCNH2 WT inh: inhibitors of human wildtype KCNH2 potassium channel; Q12809; U2OS, BacMam KCNH2, thallium flux FluxOr; stronger effect = lower value; activity change, % at 1.84 µM; actives 0.37% (n = 340,000); AID 720551;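 active = maximum activity change below -70%; inconclusive = maximum activity change between -70% and -50%; inactive = maximum activity change above -50%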
#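 U2OS cells were transduced with wild-type KCNH2 virus (2.03 x 10^8 / mL) for 4 h at room temperature, then cultured overnight at 37 C. Thallium flux was read with FluxOr dye. Rate constants were normalized to DMSO controls.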
# PKM2 act: activators of human pyruvate kinase M2; P14618; purified PKM2, Kinase-Glo ATP luminescence, activation; response scale: 0% is enzyme alone, no compound; Potency, µM (titrated, usually from 57.5 µM), for inactives: top-dose activation, actives largely listed as activators; actives 0.34% (n = 260,000); AID 1631; note: potency is the fitted concentration of half-maximal effect; nearly all actives have a fitted effect of over 55% in size
# Target sequence (P14618 whole entry, looked up): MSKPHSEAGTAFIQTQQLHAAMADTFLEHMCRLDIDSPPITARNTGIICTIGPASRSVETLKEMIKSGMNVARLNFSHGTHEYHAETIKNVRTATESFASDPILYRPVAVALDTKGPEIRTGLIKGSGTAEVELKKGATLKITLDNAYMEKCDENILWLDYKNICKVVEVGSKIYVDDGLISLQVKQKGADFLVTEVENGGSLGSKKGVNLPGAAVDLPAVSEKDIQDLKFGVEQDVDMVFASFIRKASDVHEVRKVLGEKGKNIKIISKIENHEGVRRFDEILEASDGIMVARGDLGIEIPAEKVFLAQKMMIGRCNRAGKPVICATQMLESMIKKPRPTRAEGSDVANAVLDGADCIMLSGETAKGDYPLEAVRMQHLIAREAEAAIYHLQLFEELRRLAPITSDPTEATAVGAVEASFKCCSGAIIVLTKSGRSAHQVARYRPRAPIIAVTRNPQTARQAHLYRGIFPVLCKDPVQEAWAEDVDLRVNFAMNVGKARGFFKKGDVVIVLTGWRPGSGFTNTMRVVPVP
#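 Purified hPK-M2 (>95% pure) converted ADP (0.1 mM final) to ATP with 0.5 mM PEP in 50 mM imidazole pH7.2, KCl, MgCl2, Tween 20, BSA; 1 h at room temperature. ATP detected by Kinase-Glo luminescence.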
# Giardia killer: Giardia lamblia killing. Giardia lamblia trophozoite viability. activity change, % at 7.66 µM, hits read low. actives 0.15% (n = 340,000). AID 540267; in the data active = activity change below about -80%; inconclusive = between about -30% and that limit;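 note: parasites exposed to compound for two days anaerobically before the ATP read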
#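 Trophozoites 100 cells/well + cpd; 48 hrs, 37 deg C, anaerobic. ATPLite 1-Step added, 15-30 min RT, luminescence read (ATP-based viability).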
# KCNH2 3.1 inh: KCNH2 3.1 (human) potassium channel inhibition; actives 0.95% (n = 340,000); AID 720553; activity change, % (tested at about 1.8 µM); U2OS KCNH2 3.1, thallium flux FluxOr; stronger effect = lower value;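 active = maximum activity change below -70%; inconclusive = maximum activity change from -70% to -50%; inactive = maximum activity change above -50%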;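 note: thallium influx rate constant from kinetic fluorescence after stimulation buffer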
#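 Normalized rate constant (relative to positive and negative DMSO controls) derived from a 2 min kinetic fluorescence read after stimulation; U2OS cells expressing the 3.1 isoform via virus at 1.77 x 10^8 /mL.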
# Chronic BCR inh: blocks chronic active B-cell receptor signaling; ABC-DLBCL IkBa-CBG/CBR reporter, luminescence ratio, 4 h; Potency, µM (highest dose often 46.1 µM), for inactives: at the top dose ratio change, negative = lower green/red ratio, usual class: inhibitors; actives 0.05% (n = 340,000); active = well fitted inhibition curve with a large enough effect in the signal ratio, with a control signal flat, not every such curve was filed as active; inconclusive = small, poorly fitted or top-dose-only effect, or effect the other way, or a change in a side signal; the % refers to the signal ratio;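 note: potency is the fitted concentration of half-maximal effect; plate controls were basal doxycycline-induced cells for no effect and cells given 10 µM MG132 for full effect; MG132 reads +100%, hits lower the ratio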
#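 TMD8 human ABC-DLBCL cells with doxycycline-inducible IκBα–green luciferase fusion and unfused red luciferase, in 0.5% FBS medium; compounds up to 46 uM, 4 h at 37C. Green/red luminescence ratio, filter-overlap corrected, fitted to concentration-response curves.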
# * hit, by the source's call; i = inactive; ? = inconclusive; . = not tested or not shown; [ ] = remark or other dose. Unless noted, calls come from the whole dose curve; as a rule, active = well fitted curve in the direction sought with a large enough effect; inconclusive = small, poorly fitted or top-dose-only effect, or another doubt; inactive = no such curve, though single readings can be large; an effect the other way counts as inactive or inconclusive. Unless noted, % is set by controls: 0 for no effect and ±100 for the full control effect.
SMILES	USP2a inh	Eya2 phos inh	GALK inhibitor	KCNH2 WT inh	Giardia killer	uPA surface inh	B2AR arrestin	PKM2 act	Chronic BCR inh	KCNH2 3.1 inh	Coupling enz
COc1cc(-c2cc(-c3ccc(N)cc3)[nH]c(=O)c2C#N)cc(OC)c1OC	?	17%	-2%	-11	10	-6%	-0.4%	2%	-6%	-3	0
O=C(COC(=O)CNC(=O)c1ccc(Cl)cc1)NC1CCCCCC1	1%	-3%	.	-10	-11	8%	0.2%	.	-2%	20	.
Cc1oc(-c2ccccc2Cl)nc1CSCC(=O)O	-1%	9%	1%	2	-26	-3%	-0.2%	3%	6%	-3	10
Cc1ccc2c(NC(=O)c3ccco3)cccc2n1	-8%	-5%	0%	-1	-9	5%	-1.2%	0%	-7%	3	1
O=C(c1cc(-c2cccc(Cl)c2)on1)N1CCN(c2ccccc2)CC1	2%	-3%	8%	2	29	-1%	0.0%	-1%	?	4	-3
CC(C)Cc1ccc(-c2cc(=O)[nH][nH]2)cc1	-1%	14%	0%	-5	22	-3%	-0.6%	-3%	?	-4	7
CCN(CC)S(=O)(=O)c1ccc(NS(=O)(=O)c2ccc(C)c(C)c2)cc1	0%	0%	0%	-31	-1	.	-0.2%	16%	17%	8	3
Cc1ccc(N=C(NO)c2cnccc2C(F)(F)F)c(C)c1	3%	20%	-5%	-1	31[activator]	0%	0.1%	.	0%	1	-2
Cc1cccc(NC(=O)Cn2nc(-c3cccs3)ccc2=O)c1C	-1%	2%	-3%	-16	-9	-3%	0.0%	-9%	1%	3	1
Cn1c(N)c(C(=O)CSc2ccc3c(c2)OCCO3)c(=O)n(C)c1=O	-3%	-13%	2%	7	-28	-1%	-1.1%	3.5µM*	?	2	6
COc1ccccc1NC(=O)CN1CCN(CC(=O)Nc2ccc(OCc3ccccc3)cc2)CC1	-1%	-7%	5%	-25	2	5%	0.5%	3%	-2%	-79*	0
O/N=C(/CN(O)/C=C1/C=CC=N1)c1cccs1	1%	1%	-3%	17	9	2%	0.1%	5%	5%	11	1
Cc1ccccc1OCC(=O)Nc1ccc(S(=O)(=O)N2CCCC2)cc1	0%	-19%	.	2	18	-2%	0.3%	.	-18%	-8	.
O=C(NCc1ccccc1Cl)C1CCN(S(=O)(=O)N2CCCC2)CC1	5%	0%	8%	-7	8	4%	0.4%	2%	-1%	10	1
COc1ccc(/C=C/C(=O)NC(=S)Nc2cc3oc4ccccc4c3cc2OC)cc1	1%	0%	0%	i	1	4%	0.1%	-2%	7%	15	0
CCOC(=O)C1CCN(C(=O)Cn2cc3c(n2)CCC(C)C3)CC1 (stereo not given)	3%	3%	0%	3	7	-12%	-0.5%	-14%	-20%	14	3
CCc1ccc(N(CC(=O)NC(C)C)C(=O)CCC(=O)Nc2nccs2)cc1	-4%	-3%	-2%	-3	-1	-1%	0.1%	.	2%	9	-3
Cc1cc(-c2ccc(N3C(=O)CCC3=O)c(C)c2)ccc1N1C(=O)CCC1=O	-1%	-8%	3%	-5	7	-3%	-0.3%	-1%	-1%	8	-1
Nc1ccc(-c2cnc[nH]2)cc1[N+](=O)[O-]	0%	-10%	4%	-1	-5	1%	-0.5%	-3%	-3%	-4	2
Cc1cc(S(=O)(=O)NCCN2CCOCC2)c(C)s1	0%	-4%	1%	2	6	.	-0.1%	-1%	5%	-18	0
COc1ccc(N(CC(=O)NC2CCCCC2)C(=O)CNC(=O)c2ccco2)cc1	1%	-3%	6%	0	0	0%	-0.2%	-17%	0%	7	1
COc1cc(NC(=O)c2ccc([N+](=O)[O-])o2)ccc1NC(=O)c1ccco1	-3%	0%	0%	-9	-96*	?	0.5%	.	4%	-36	3
O=C(O)CSc1nc(-c2ccccc2)c(-c2ccccc2)[nH]1	-2%	13%	-2%	5	0	7%	-0.7%	5%	3%	-3	16
CCc1sc(-c2c(C#N)c(N)nc3c2CCCCCC3)cc1[N+](=O)[O-]	-5%	2%	.	12	-9	-3%	0.0%	1%	10%	-13	-1
C#CC[N+](C)(C)CC#Cc1ccccc1	-3%	-11%	5%	-2	-26	-5%	0.8%	-8%	?	-12	0
Cc1ccccc1-n1c(=O)n(Cc2ccco2)c(=O)c2[nH]cnc21	0%	-11%	1%	-9	5	-18%	-0.1%	.	?	-16	0
Cc1cc(C)n2nc(C(=O)OCC(=O)N(CC(C)C)CC(C)C)nc2n1	1%	3%	1%	6	7	.	0.0%	5%	0%	9	1
C(=N\N1CCN(Cc2ccccc2)CC1)/c1cccs1	0%	-27%	0%	-1	-12	-2%	0.0%	0%	1%	2	1
O=C(NCC(=O)N(Cc1ccccc1)C(C(=O)NC1CCCC1)c1ccco1)c1ccco1 (stereo not given)	0%	-18%	0%	-5	3	1%	0.2%	3%	-5%	7	3
COCc1cc(C)n(CC(=O)NC(C)c2ccccc2)c(=O)c1C#N (stereo not given)	-2%	2%	6%	-8	-2	-3%	0.4%	2%	2%	9	8
COc1ccc(CCNC(=O)c2ccc(NS(=O)(=O)c3c(C)noc3C)cc2)cc1OC	0%	-6%	1%	-2	-20	1%	-0.2%	-4%	0%	0	5
COc1ccc(Cn2nnnc2CN2CCC(O)(c3ccc(F)cc3)CC2)cc1	0%	-6%	0%	-3	-1	.	0.1%	-2%	-1%	-9	-1
O=C(CCN1CCCCO1)N1CCCC(N2CCN(c3ccc(F)cc3)CC2)C1 (stereo not given)	2%	4%	-5%	15	3	-3%	0.1%	.	1%	8	1
CCN(Cc1ccccc1)S(=O)(=O)c1ccc(C(=O)Nc2nnc(-c3ccccc3OC)o2)cc1	-7%	16%	0%	3	0	-6%	0.2%	-12%	?	10	22
CC(=O)c1ccc2c(c1)OCCOCCOc1ccccc1OCCOCCO2	-1%	-7%	3%	15	28	-8%	2.5%	-8%	-8%	6	1
CCC(CC)C(=O)Nc1cc(C)cc(C)c1	0%	8%	7%	-3	-1	0%	-0.2%	0%	1%	-4	-1
Cc1ccc(-c2nnn(CC(=O)N(CCO)C(C(=O)NC3CCCCC3)c3ccncc3)n2)o1 (stereo not given)	-2%	10%	10%	-2	8	3%	0.3%	-1%	1%	7	2
CCCn1nc(C(=O)Nc2cccc(C(=O)OC)c2)c2ccccc2c1=O	-8%	-10%	6%	17	0	5%	-0.9%	3%	?	23	3
C[C@@H]1CN([C@H](C)CO)C(=O)c2cccc(NC(=O)c3ccncc3)c2O[C@@H]1CN(C)Cc1ccc(C(=O)O)cc1	5%	12%	.	-6	0	16%	0.4%	.	0%	-85*	.
Cc1cc(=O)oc2cc(OCC(=O)Nc3nnc(CC(C)C)s3)ccc12	0%	-1%	-3%	5	3	3%	0.0%	-5%	2%	21	1
CCCCN1CCc2[nH]c(=S)[nH]c(=O)c2C1	-1%	2%	0%	11	-8	8%	-0.5%	-21%	-12%	9	-6
CCOC(=O)C(C(=O)Nc1ccccn1)C1CCCCC1 (stereo not given)	1%	12%	2%	0	2	1%	0.4%	-19%	3%	5	2
CC1=CC(C)C2C(=O)N(c3ccccc3)C(=O)C2C1 (stereo not given)	-1%	8%	1%	0	-14	-4%	0.3%	1%	?	11	2
Cc1ccccc1S(=O)(=O)N1CCN(C)CC1	1%	-2%	0%	-7	-19	4%	0.9%	-7%[11.5 µM]	4%	2	1
O=C(CN1C(=O)c2ccccc2S1(=O)=O)Nc1ccc([N+](=O)[O-])cc1	2%	15%	.	-19	10	-1%	0.1%	.	-8%	5	.
CCOC(=O)c1nnn(-c2nonc2N)c1CN(C)C1CCCCC1	0%	2%	1%	-1	-2	7%	-0.4%	-4%	1%	-1	0
CS(=O)(=O)N1CCN(c2cnn(-c3ccccc3)c(=O)c2Cl)CC1	-2%	-5%	2%	2	-14	-1%	0.5%	1%	?	8	2
O=C1C2C3C=CC(C3)C2C(=O)N1c1ccc(S(=O)(=O)Nc2nccs2)cc1 (stereo not given)	-2%	-3%	3%	1	-17	2%	-0.5%	-2%	7%	18	7
O=C(O)CCCn1nc(C(F)(F)F)c2c1CCCCC2	0%	10%	2%	4	10	0%	-0.2%	1%	3%	2	19
COc1ccc(OCC(=O)NCC(c2cccs2)N2CCOCC2)cc1 (stereo not given)	1%	-27%	.	-25	-12	0%	0.0%	.	1%	6	.
